Screening results as filed in PubChem.
Exocytosis inh – blocks lytic granule exocytosis | TALL-104 LAMP-1 surface exposure, flow cytometry; cells stimulated with thapsigargin and PMA | inhibition, % at 10 µM | 360,000 compounds, 0.66% hits | AID 651702;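 active means inhibition above about 55%, limit read from the data; inconclusive means no clear call, values can overlap the other calls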
TLR9-MyD88 block – blocks human TLR9 binding to MyD88. AID 504734. Q9NR96+Q99836. inhibition, % at 4.98 µM. 340,000 compounds, 0.21% hits. CHO BLA complementation TLR9-MyD88, CCF4 FRET ratio;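 active means inhibition above the mean over all tested compounds plus 3 SD, cut at about 21% in these data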;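 further: 0% = DMSO only wells and 100% = clavulanate BLA inhibitor control wells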
aDG glyco up – increases alpha dystroglycan glycosylation | 360,000 compounds, 0.22% hits | activation, % at 10 µM | Pro5-aDG cells, alpha-DG glycosylation AlphaScreen (IIH6); 0% Pro5, 100% B10-LARGE cell signal;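 active means activation of at least 8% versus controls, or a plate z-score of at least 8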;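 further: Pro5 are CHO cells carrying HIG-tagged alpha-DG that lacks glycosylation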
NOD2-RIPK2 inh – NOD2-RIPK2 protein interaction inhibition | O43353 | CHO BLA complementation NOD2-RIPK2, CCF4 ratio | inhibition, % at 4.98 µM | 360,000 compounds, 0.38% hits; in the data active means inhibition above about 21%;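 further: 0% = vehicle only and 100% = reference blocker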
Target sequence (O43353 whole entry, looked up): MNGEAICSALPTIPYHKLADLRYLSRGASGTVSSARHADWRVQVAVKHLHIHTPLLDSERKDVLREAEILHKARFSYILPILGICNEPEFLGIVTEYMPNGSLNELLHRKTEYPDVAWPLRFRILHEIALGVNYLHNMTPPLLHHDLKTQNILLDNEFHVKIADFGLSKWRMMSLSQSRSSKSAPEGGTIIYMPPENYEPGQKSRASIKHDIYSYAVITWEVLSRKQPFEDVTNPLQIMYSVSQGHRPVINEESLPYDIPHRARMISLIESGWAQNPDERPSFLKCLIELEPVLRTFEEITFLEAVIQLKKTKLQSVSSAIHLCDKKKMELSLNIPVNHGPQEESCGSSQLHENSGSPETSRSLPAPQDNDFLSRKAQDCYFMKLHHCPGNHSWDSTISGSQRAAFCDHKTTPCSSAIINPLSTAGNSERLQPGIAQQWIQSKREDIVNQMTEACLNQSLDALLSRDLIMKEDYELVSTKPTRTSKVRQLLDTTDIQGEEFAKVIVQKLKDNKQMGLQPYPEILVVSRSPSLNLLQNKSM
Glyco luc inh – N-linked glycosylation inhibition; D54 ERlucT glycosylation luciferase reporter, 24 h; percent of 100 nM tunicamycin response; reporter increase, % at 12.5 µM; 360,000 compounds, 0.23% hits; AID 588692;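 active means mean luciferase reporter signal, scaled so untreated is 0 and the glycosylation-blocking control 100, at or above a set limit in every replicate; inconclusive means mean reaches the limit but not every replicate does; inactive means mean below the limit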;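 further: luciferase carries N-glycosylation sites so blocking glycosylation raises the light; 0% = median of neutral control wells and 100% = median of 100 nM tunicamycin wells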
ABHD5 PLIN5 PPI – blocks binding of human ABHD5 to perilipin-5. Q00G26+Q8WTS1. Split G. princeps luciferase complementation, luminescence, 4 h. inhibition, % at 4 µM. 360,000 compounds, 0.78% hits;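 active means inhibition above the mean inhibition across every tested compound plus 3 SD, cut at about 22% in these data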;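 further: 0% = DMSO only wells and the 100% control is not disclosed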
Vif inh – inhibitors of HIV Vif. HEK293T cells, Vif self-association by quenched fluorescence, imaging, 24 h. inhibition, % at 7.49 µM. 340,000 compounds, 0.35% hits; in the data active means inhibition above about 50%, passing the limit was not always enough; inconclusive means no clear call, values can overlap the other calls; inactive means below about 31%; further: some results filed as inactive read as strong as hits
MC4R ag barr – human MC4R agonism via beta-arrestin; U2OS MC4R beta-arrestin complementation, luminescence; percent of melanotan II response, DMSO zero; activation, % at 8.9 µM; 360,000 compounds, 0.98% hits;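 active means activation above a per-plate cutoff, the mean activation of sample wells on that plate plus 3 SD, cut at about 8% in these data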
Target sequence (P32245 whole entry, looked up): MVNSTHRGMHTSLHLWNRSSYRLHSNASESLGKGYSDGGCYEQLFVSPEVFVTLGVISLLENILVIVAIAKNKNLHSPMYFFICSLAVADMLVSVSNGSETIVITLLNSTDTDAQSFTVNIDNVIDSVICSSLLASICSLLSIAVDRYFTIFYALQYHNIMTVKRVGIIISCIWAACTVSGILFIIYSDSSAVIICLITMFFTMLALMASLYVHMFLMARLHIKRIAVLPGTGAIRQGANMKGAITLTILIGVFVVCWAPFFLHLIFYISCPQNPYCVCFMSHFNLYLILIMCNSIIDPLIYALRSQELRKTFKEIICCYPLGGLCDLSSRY
ABCB6 inh MLPCN – human ABCB6 transporter inhibition; Q9NP58; K562-ABCB6 porphyrin accumulation, flow cytometry, 1 h; hits give low values; fluorescence ratio to DMSO, % at 10 µM; 360,000 compounds, 0.19% hits;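 active means fluorescence ratio to DMSO below 75%, the collection mean minus 3 SD; inconclusive means too few cells collected in the well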;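 further: signal is porphyrin accumulated inside mitochondria; 100% equals median channel fluorescence of DMSO control wells; lower ratio means ABCB6 inhibition with less porphyrin fluorescence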
MC4R antag cAMP – blocks human MC4R cAMP signaling; P32245; MC4R-expressing cells, MTII-stimulated cAMP, LANCE TR-FRET; inhibition, % at 6.5 µM; 360,000 compounds, 0.48% hits; AID 540295;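 active means inhibition above its plate's cutoff, the mean of tested wells on that plate plus 3 SD, cut at about 29% in these data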;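 further: 0% = Melanotan II alone and 100% = Melanotan II plus saturating MCL0020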
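Material – human MC4R-expressing U2OS cells · Repeats – no replicates · Detection – TR-FRET with Eu-cAMP and labeled anti-cAMP, 671 nm · Times – compound 30 min, challenge 1 h, detection 1 h · Compound – single nominal compound dose of 6.5 µM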
The depositor's hits bear a star; ? = inconclusive; . = no result given. These rows are one share of the data; the hit share may differ from the screen's.

Start of the data: the first 2 records, to show the layout:
SMILES	Exocytosis inh	TLR9-MyD88 block	aDG glyco up	NOD2-RIPK2 inh	Glyco luc inh	ABHD5 PLIN5 PPI	Vif inh	MC4R ag barr	ABCB6 inh MLPCN	MC4R antag cAMP
O=C(Nc1ccccc1)OC[C@@H]1C=CS(=O)(=O)N1Cc1ccc(Br)cc1	1	.	0.2	-8	-2	0	-3	.	98	.
Cn1c(=O)n(CC(=O)NCC2CCCO2)c(=O)c2c3c(sc21)CCCC3 (stereo not given)	-3	9	0.5	-10	3	-5	-7	-0.4	101	1

The whole of this part (from the top)
SMILES	Exocytosis inh	TLR9-MyD88 block	aDG glyco up	NOD2-RIPK2 inh	Glyco luc inh	ABHD5 PLIN5 PPI	Vif inh	MC4R ag barr	ABCB6 inh MLPCN	MC4R antag cAMP
O=C(Nc1ccccc1)OC[C@@H]1C=CS(=O)(=O)N1Cc1ccc(Br)cc1	1	.	0.2	-8	-2	0	-3	.	98	.
Cn1c(=O)n(CC(=O)NCC2CCCO2)c(=O)c2c3c(sc21)CCCC3 (stereo not given)	-3	9	0.5	-10	3	-5	-7	-0.4	101	1
CC(C)NC(=O)NC(=O)CSc1nnc(COc2ccccc2Cl)o1	-2	-33	-0.1	-7	3	0	0	-1.8	99	10
O=C(NC(c1ccc(F)cc1)c1cnccn1)C1CCN(CCOc2ccc(Cl)cc2Cl)CC1 (stereo not given)	11	.	0.2	2	-2	8	-7	1.8	97	-1
C/C(=N\Nc1nc(C)cc(-c2ccccc2)n1)c1ccc(F)cc1	-5	-1	1.1	-8	3	1	-5	0.2	103	-1
COc1ccc(S(=O)(=O)N(C)C[C@H]2Oc3ccc(NS(=O)(=O)c4ccc(F)cc4)cc3C(=O)N([C@H](C)CO)C[C@@H]2C)cc1	-9	2	0.1	-9	1	4	-5	-1.0	98	11
CSCCC(C(=O)Nc1c(C)cccc1C)n1c(-c2ccc(-c3ccccc3)cc2)nc2ccccc21 (stereo not given)	-17	.	0.0	-1	.	5	.	.	.	.
COC(=O)C1CSC(c2ccc(Cl)cc2)N1C(=O)c1ccccc1 (stereo not given)	-4	0	-0.7	-2	-2	-3	3	-1.4	102	7
CC(C)CC(=O)NCCNC(=O)c1cc(OCC(F)(F)F)ccc1OCC(F)(F)F	0	0	-0.1	-2	2	-2	6	-3.0	100	0
CC(C)N1C(=O)CCC1C(=O)NCc1ccco1 (stereo not given)	2	3	0.5	-1	1	5	0	1.2	99	11
COc1ccc(OCc2nnc(SCC(=O)Nc3cccc(Cl)c3)o2)cc1	2	0	-0.1	-2	4	-4	51*	0.6	94	3
COc1ccc(C2=[N+](C)CCn3cccc32)c(OC)c1	1	-7	-0.1	-1	0	-10	-1	-0.8	101	5
O=C(NCc1ccccc1)c1cccc(Br)n1	-11	-4	0.2	-11	0	3	-1	-0.8	84	1
O=C(CSCc1ccc(Cl)cc1)N1CCOCC1	-1	2	0.0	-18	-1	4	.	-0.3	96	19
O=c1nc(-c2ccccc2)nc(-c2ccccc2)[nH]1	-4	-2	0.0	3	1	-1	4	-0.7	100	5
ClN=C1C=CC=CC1=NCl	20	.	-0.4	-24	6	-8	3	.	104	.
O=C(Cc1c(Cl)cccc1Cl)OCC(=O)N1CCOCC1	-10	-8	0.2	-7	-1	-4	3	0.6	106	0
C=CC[C@@H](CC(=O)NCCO)C(=O)N[C@H](COC(=O)[C@@H](CC=C)Cc1ccc(F)cc1)Cc1c[nH]c2ccccc12	11	5	-0.3	3	-1	-6	.	-0.7	96	2
CCCCc1cc(C(=O)Cc2ccccn2)c(O)cc1O	-11	-1	0.1	-6	3	1	-4	-1.1	96	6
COc1ccc(C2C(C(=O)O)CC(=O)N2C2CCCCC2)cc1 (stereo not given)	1	0	0.1	-14	5	11	12	0.0	97	4
Cn1cnc2ncnc(Oc3ccc(Br)cc3)c21	0	-9	0.0	-13	2	5	3	-1.0	98	-3
Cc1ccc(S(=O)(=O)N2CCOCC2)cc1NC(=O)COc1cccc(-n2cnnn2)c1	9	0	0.0	-7	0	-7	10	-2.1	104	-1
CCOC(=O)N1CCC(N2Cc3cccc(C(=O)NCc4ccc(C)cc4)c3C2=O)CC1	12	0	-0.2	12	0	6	-9	1.9	102	15
COC(=O)c1ccc2nc(NC(=O)C(C)(C)C)sc2c1	2	10	0.0	-6	-24	-3	-4	-1.6	102	9
CCC(=O)N(Cc1cc2cc(C)c(C)cc2[nH]c1=O)C1CCCCC1	1	-2	0.1	-2	4	3	-13	-2.9	101	7
COc1ccc(-c2sc3cc4c(cc3c2C#Cc2ccc(N)cc2)OCO4)cc1	2	-6	0.0	7	-2	17	21	-1.4	100	20
C/C(=N\NC(=O)c1ccccc1O)c1cccs1	8	-1	-0.3	-6	-20	-8	2	-0.5	100	-7
CCCOc1ccc2c(c1)C(=NN=C(N)N)c1cc(OCCC)ccc1-2	43	9	-0.5	3	-1	-10	-12	14*	98	7
CCOC(=O)c1c(C)[nH]c(C(=O)COC(=O)Cn2cc(C(F)(F)F)ccc2=O)c1C	1	1	-0.2	1	2	5	7	-4.4	99	4
OC1CCCN(CC(O)COC(c2ccccc2)c2ccccc2)C1 (stereo not given)	4	3	0.2	-9	0	-2	-1	0.7	104	6
Cc1ccc(Nc2nc(C)c3c(n2)CC(C)CC3=O)c(C)c1 (stereo not given)	-1	-2	-0.2	1	-3	-4	4	-1.1	99	-7
O=C(COC(=O)[C@H](Cc1ccccc1)NC(=O)c1ccco1)NC(c1ccccc1)c1ccccc1	4	5	-0.2	-9	-2	4	8	-0.5	89	32*
NS(=O)(=O)c1ccc(NC(=O)CSc2nc3c(c(=O)[nH]2)CCCC3)cc1	8	2	0.1	3	1	7	1	1.3	105	13
Cc1ccccc1NC(=O)C12CC3CCC1(C)C3(C)CO2 (stereo not given)	-1	4	0.0	-10	2	-7	-4	0.5	98	14
CCCCCC(C)NC(=S)NC(=O)c1cc(S(=O)(=O)N2CCOCC2)ccc1C (stereo not given)	-1	2	1.1	-2	-8	10	-14	0.7	84	-2
CC(=O)OCc1cc(-c2nc3ccccc3[nH]c2=O)nn1-c1ccc(Cl)cc1	-4	-2	1.1	-2	3	-1	-4	0.3	99	-2
COc1ccccc1C(=O)Nc1ccc(S(=O)(=O)N2CCCC2)cc1	-1	-1	0.0	-12	-1	9	-6	-1.7	89	10
COc1cc(C2C3=C(CCCC3=O)Nc3[nH]n(-c4ccccc4)c(=O)c32)ccc1OC(C)=O (stereo not given)	4	5	-0.2	-3	2	-4	33	-4.0	112	2
CCCCC(=O)N(C)c1c(C)nc2ccc(C(=O)NCCOc3ccc(OC)cc3)cn12	-3	.	-0.1	2	3	10	-6	2.0	93	0
CC1(C)CC2CC(C)(CN2C(=O)c2cc(-c3ccccc3)on2)C1 (stereo not given)	-2	-4	0.0	0	0	-8	21	1.2	100	16
O=C(CCN1C(=O)c2ccccc2C1=O)NCCN1CCOCC1	-8	1	-0.1	-2	2	-5	-16	-2.5	99	-2
CCn1cc(CN(C)C(=O)/C=C/c2ccc([N+](=O)[O-])cc2)c(C)n1	-2	-4	0.2	3	1	-1	-3	-0.2	97	2
COCC(=O)NC1CCN(CC(=O)Nc2ccccc2[N+](=O)[O-])CC1	6	-4	-0.1	-6	-1	2	3	-2.5	99	0
O=C(NCCn1cc(SCc2ccccc2F)c2ccccc21)c1c(F)cccc1F	6	12	0.0	16	-5	-17	-6	-0.4	87	14
O=C(OCc1ccccc1)N1CCC2CC1c1cc(N3CCCCC3)ccc12 (stereo not given)	-3	-6	5.9*	-19	-1	-2	-4	1.3	100	-2
CCOC(=O)CSC(CC)C(=O)Nc1nnc(C(C)C)s1 (stereo not given)	9	10	4.5	3	3	1	-11	-1.9	97	3
O=S(=O)(Nc1ccc(-c2ccccc2)cc1)c1ccccc1	9	-2	0.1	-8	-2	-5	20	14*	103	5
O=C1CC(N2CCN(c3ccccc3Cl)CC2)C(=O)N1c1cccc(F)c1 (stereo not given)	0	0	0.1	2	1	-4	-4	-2.0	88	1
CCCCCC(=O)NC(=S)Nc1ccc(N2CCOCC2)cc1	-1	4	-0.1	-4	-3	1	-4	-2.6	102	1
COc1ccc(C(=O)NNC(=O)CSc2nc(C(C)C)nc3ccccc23)cc1	33	1	0.3	-5	1	4	-3	0.1	104	11
Cc1ccccc1CSc1nccn1-c1ccccc1	19	1	-0.2	-6	1	-5	15	-0.2	85	0
Cc1cc(C)cc(NC(=O)C/C(N)=N/O)c1	-1	7	0.0	-1	2	-1	?	0.1	96	0
Cc1cc(C)n2nc(SCC(=O)Nc3c(C)n(C)n(-c4ccccc4)c3=O)nc2n1	-2	7	0.1	-2	0	2	-2	-0.4	102	18
CS(=O)(=O)c1ccccc1C(=O)Nc1ccc(-c2nc3ccccc3o2)cc1	-2	-3	-0.2	5	-3	-1	16	-4.2	106	1
CC1Sc2ccc(S(=O)(=O)CCC(=O)Nc3ccccn3)cc2NC1=O (stereo not given)	5	4	-0.1	-1	-1	-5	-6	-1.0	102	-2
Cc1ccc(NC2=CC(=O)CC(c3ccc(Cl)cc3)C2)cc1 (stereo not given)	9	-1	0.3	5	-5	-7	0	-1.4	90	-1
COc1cc(C(=O)NC2CCN(Cc3ccccc3)CC2)cc(Cl)c1OC(C)C	4	-10	0.5	-1	-7	-5	14	2.0	93	-8
CC(C)(C)OC(=O)[C@H](Cc1ccccc1)NC(=O)c1nc[nH]c1C(=O)N1CCc2ccccc2C1	-2	-14	0.1	0	33*	-5	5	5.6	87	-4
CN(C)S(=O)(=O)c1cccc(NC(=O)C(c2ccccc2)c2ccccc2)c1	29	-8	-0.1	-8	-2	-11	8	2.1	96	4
CCc1ccc(CNC(=O)C2Cc3cc(S(=O)(=O)N4CCCC4)ccc3N2C(C)=O)cc1 (stereo not given)	0	-20	0.0	-10	-1	-1	6	-0.9	5.0*	-1

(list continues)
SMILES	Exocytosis inh	TLR9-MyD88 block	aDG glyco up	NOD2-RIPK2 inh	Glyco luc inh	ABHD5 PLIN5 PPI	Vif inh	MC4R ag barr	ABCB6 inh MLPCN	MC4R antag cAMP
C#CCOCCOCCOCCNc1nc(N2CCN(C(=O)[C@H]([C@@H](C)CC)n3cc([C@@H](N)Cc4ccc(O)cc4)nn3)CC2)nc(N2CCN(C(=O)[C@H](Cc3ccc(O)cc3)n3cc([C@@H](N)C(C)CC)nn3)CC2)n1 (stereo not given in full)	6	-3	-0.2	-8	-1	17	2	-0.3	99	3
O=C(Cc1ccccc1)c1nnc(-c2ccccc2)o1	16	-4	-0.4	-2	2	-1	-5	-0.3	97	-4
Cc1ccc(S(=O)(=O)N2CCOCC2)cc1NC(=O)CNCc1ccccc1Cl	1	4	-0.2	0	0	-3	-14	-1.4	90	11
COc1ccc(OC)c(S(=O)(=O)N2CCC(C(=O)Nc3ccc(C)c(C)c3)CC2)c1	22	6	0.0	-6	-2	-5	-18	-0.2	93	1
O=C(COC(=O)c1cccc([N+](=O)[O-])c1)NC1CCCC1	9	-6	0.0	-1	0	1	-5	-0.2	98	1
